PP1 counter: PP1-alpha phosphatase inhibitors, primary screen, counter-screen for PP5 inhibitor project, biochemical, fluorescence, OMFP substrate, single point. purified PP1alpha. Serine/threonine-protein phosphatase PP1-alpha catalytic subunit (Homo sapiens), P62136. hit rate 0.9% among 320,000. inhibition, % at 6.7 µM;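 active = inhibition above the mean inhibition of all tested compounds plus 3 SD, computed separately for each screening campaign, cut at about 15% in these data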
Fh CTSL1 inh: Fasciola hepatica cathepsin L1 inhibitors, primary screen, counter-screen for PFM18AAP inhibitor project, biochemical, QFRET, fluorogenic peptide substrate. hit rate 0.49% among 300,000. recombinant F. hepatica cathepsin L1, Z-Leu-Arg-MCA fluorescence. inhibition, % at 5.96 µM;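 active = inhibition above the mean of all tested compounds plus 3 SD, set per screening campaign, cut at about 17% in these data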;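 note: 0% = plate median of test compound wells and 100% = 1 µM Z-Phe-Ala-diazomethylketone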
HCV core dimer: inhibitors of HCV core protein dimerization, primary screen, biochemical, TR-FRET, high-throughput; TR-FRET GST/Flag-core106 dimerization, 1536-well; AID 1899, 2009; inhibition, % at 5 µM; hit rate 0.33% among 300,000;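 active = inhibition above the mean of all tested compounds plus 3 SD, set per screening campaign, cut at about 45% in these data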
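Assay system: GST-tagged and Flag-tagged HCV core protein residues 1-106 / Times: compound-protein-antibody incubation 4 h at 22.5 °C / Signal: time-resolved FRET, ex 340 nm, em 617 and 671 nm / Evaluation: % inhibition based on acceptor/donor emission ratio / Benchmarks: wells lacking GST-core106 and wells with excess unlabelled core106 / Repeats: singlicate, one well per compound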
PP5 inh: PP5 phosphatase inhibitors, primary screen, biochemical, fluorescence | Serine/threonine-protein phosphatase 5 (Homo sapiens), P53041 | purified PP5c, OMFP substrate fluorescence | inhibition, % at 6.7 µM | hit rate 0.18% among 320,000;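 active = inhibition above the campaign's mean inhibition across all tested compounds plus 3 SD, cut at about 9.5% in these data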;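 note: 0% = DMSO only and 100% = 100 µM cantharidin control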
Target sequence (P53041 whole entry, looked up): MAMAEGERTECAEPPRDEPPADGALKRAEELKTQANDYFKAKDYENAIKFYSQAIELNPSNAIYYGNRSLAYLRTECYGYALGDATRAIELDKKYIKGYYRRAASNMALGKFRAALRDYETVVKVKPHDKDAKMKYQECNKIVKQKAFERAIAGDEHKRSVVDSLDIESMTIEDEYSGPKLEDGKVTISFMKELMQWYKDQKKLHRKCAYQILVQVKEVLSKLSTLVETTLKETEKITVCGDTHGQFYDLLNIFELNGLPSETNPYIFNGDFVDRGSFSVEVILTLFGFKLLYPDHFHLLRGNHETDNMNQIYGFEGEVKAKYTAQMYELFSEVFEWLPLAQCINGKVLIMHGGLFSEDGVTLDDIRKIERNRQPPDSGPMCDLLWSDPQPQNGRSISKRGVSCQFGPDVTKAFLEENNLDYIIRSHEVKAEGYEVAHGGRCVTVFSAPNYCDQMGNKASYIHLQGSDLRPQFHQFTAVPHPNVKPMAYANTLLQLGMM
JMJD2C inh: inhibitors of GASC-1 histone demethylase, primary screen, biochemical, fluorescence, DELFIA europium. Lysine-specific demethylase 4C (Homo sapiens), Q9H3R0. GST-JMJD2C(1-420) H3K9me3 demethylation. inhibition, % at 2.35 µM. hit rate 0.069% among 330,000;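 active = more than half of a compound's replicate wells show inhibition beyond 50%, single wells judged on their own value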;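 note: signal counts dimethyl H3K9 product captured on neutravidin plate; 0% = median of DMSO wells and 100% = 0.3 times that DMSO median; strong numbers were not always called active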
Target sequence (Q9H3R0 1-420 limits assumed): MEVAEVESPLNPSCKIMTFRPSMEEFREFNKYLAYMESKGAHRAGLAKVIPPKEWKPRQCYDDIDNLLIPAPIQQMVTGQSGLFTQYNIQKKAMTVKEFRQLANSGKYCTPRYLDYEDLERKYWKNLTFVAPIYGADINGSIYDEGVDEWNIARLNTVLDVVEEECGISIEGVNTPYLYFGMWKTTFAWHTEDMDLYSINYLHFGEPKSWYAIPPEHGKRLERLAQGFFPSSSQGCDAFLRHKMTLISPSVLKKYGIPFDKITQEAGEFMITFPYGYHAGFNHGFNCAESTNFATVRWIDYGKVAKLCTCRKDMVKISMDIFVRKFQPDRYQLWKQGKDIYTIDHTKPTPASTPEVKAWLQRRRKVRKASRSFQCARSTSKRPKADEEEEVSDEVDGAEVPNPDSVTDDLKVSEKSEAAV
EBNA-1 inh: EBNA-1 DNA-binding inhibitors, primary screen, biochemical, fluorescence polarization | inhibition, % at 14.8 µM | hit rate 0.34% among 300,000 | AID 1950, 2009; in the data active = inhibition above about 28%
TPT1 inh: Candida albicans TPT1 enzyme inhibitors, primary screen, biochemical, fluorescence polarization; recombinant caTPT1, FP RNA substrate dephosphorylation; AID 1962, 2009; hit rate 0.81% among 300,000; tRNA 2'-phosphotransferase TPT1 (Candida albicans SC5314); inhibition, % at 5 µM;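 active = inhibition above the mean of all tested compounds plus 3 SD, set per screening campaign, cut at about 24% in these data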;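 note: plate controls were DMSO alone for no effect and ferristatin control at 100 nM for full effect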
ZTA counter: ZTA (EBV) inhibition in EBNA-1 counter-screen; ZTA-DNA binding, fluorescence polarization; hit rate 0.15% among 320,000; AID 2234; P03206; inhibition, % at 11 µM; in the data active = inhibition above about 33%
CR mimetic SO: reduction of superoxide in aged yeast, primary screen, HTS | S. cerevisiae aged cells, superoxide DHE fluorescence; stronger effect = lower value | superoxide response (% of plate mean), % at 10 µM | hit rate 0.18% among 330,000 | AID 2690, 2010;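 active = superoxide response under a set limit, about three screen SD below normal, cut at about 65% in these data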;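 note: yeast aged for seven days with compound at 30 °C before DHE staining; 100% = average MFI of all compound-treated wells on the plate with controls excluded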
Numbers without * were called inactive; . = no result given.

The opening two compounds, ahead of the listing:
SMILES	PP1 counter	Fh CTSL1 inh	HCV core dimer	PP5 inh	JMJD2C inh	EBNA-1 inh	TPT1 inh	ZTA counter	CR mimetic SO
Cc1ccccc1NC(=O)CN1C(=O)COc2ccc(Cl)cc21	4	4	-2	-4.3	-5	-6	-1	-15	104
CC1(C)CC(CCC(=O)NC(=S)Nc2ccccc2Cl)C(=O)O1 (configuration not stated)	-3	-7	-11	3.7	14	10	4	-11	98

Results, from the start:
SMILES	PP1 counter	Fh CTSL1 inh	HCV core dimer	PP5 inh	JMJD2C inh	EBNA-1 inh	TPT1 inh	ZTA counter	CR mimetic SO
Cc1ccccc1NC(=O)CN1C(=O)COc2ccc(Cl)cc21	4	4	-2	-4.3	-5	-6	-1	-15	104
CC1(C)CC(CCC(=O)NC(=S)Nc2ccccc2Cl)C(=O)O1 (configuration not stated)	-3	-7	-11	3.7	14	10	4	-11	98
Cc1cc(C(=O)CN2C(=O)NC3(CCCc4sccc43)C2=O)c(C)n1-c1ccc(Cl)cc1 (configuration not stated)	8	-1	28	0.8	3	34*	-3	-4	102
O=C(COC(=O)/C=C/C(=O)N1CCN(c2ccccc2)CC1)NCc1ccc(F)cc1	-4	1	2	-1.6	65	9	-2	5	96
COc1ccc(C2CC(C(F)(F)F)n3nc(C(=O)O)c(Br)c3N2)cc1 (configuration not stated)	2	0	3	2.3	0	-8	1	-18	90
Cc1cc(C)nc(NC(=O)c2cccc([N+](=O)[O-])c2)c1	-4	1	-3	-0.8	8	15	0	1	96
O=C(CSCCc1ccccn1)Nc1cccnc1	-1	9	-1	-8.6	-9	-7	-9	2	99
COc1ccc(NC(=O)C2CCCN(S(=O)(=O)c3c(C)[nH]c(=O)[nH]c3=O)C2)cc1Cl (configuration not stated)	0	1	0	2.8	3	-11	6	6	104
CC1CCCC(NC(=O)COC(=O)COc2ccc(Cl)cc2)C1C (configuration not stated)	-2	-9	-7	0.1	-3	3	-2	10	97
Fc1ccccc1OCCn1c(=S)[nH]c2ccccc21	0	1	-13	4.5	-8	-9	0	-3	91
N/C(=N\O)c1ccccc1-n1cccc1	-11	-1	-1	0.3	3	3	-1	-2	86
O=C(Nc1nc2ccccc2[nH]1)c1ccc(S(=O)(=O)N2CCOCC2)cc1	-5	-1	7	-1.1	-1	0	-2	8	97
O=C(CN1C(=O)COc2ccc(S(=O)(=O)N3CCCCC3)cc21)NCc1ccc(Cl)cc1	-2	-1	9	2.5	9	-16	0	-5	91
COc1cc(NC(=O)CN2CCN(CC(=O)Nc3ccccc3OC)CC2)cc(OC)c1	3	1	1	7.7	4	5	-4	0	94
CCN1CCN(c2ccc(S(=O)(=O)N3CCCCC3)cc2NC(=O)CC(NC(C)=O)c2ccccc2)CC1 (configuration not stated)	-4	5	-5	-0.8	-12	-7	3	2	114
Cn1c(=O)n(CCc2ccccc2)c(=O)c2c1nc1n2CCCN1Cc1ccccc1	3	3	8	2.4	-42	6	4	-8	100
CC(OC(=O)c1ccc2ncsc2c1)C(=O)Nc1ncc(Cl)cc1Cl (configuration not stated)	-3	-2	5	2.3	2	17	1	6	92
Cc1ccc(-c2nc3ccccc3c(=O)n2CCCN2CCOCC2)cc1	-3	4	3	1.8	7	-14	1	-19	108
N#Cc1c(-c2ccc(Cl)cc2)cc(-c2cccs2)nc1SCC(=O)O	47*	6	-20	2.5	-13	7	-1	13	98
Cc1n[nH]c(C)c1CCCCOc1ccccc1F	-2	1	-3	0.4	2	-1	1	3	97
Nc1ncnc2c1ncn2[C@H]1CC[C@@H](CO)O1	-1	.	.	2.4	2	.	.	-5	86
CC1CCN(C(=O)Cn2cnc3c(cnn3C(C)(C)C)c2=O)CC1	-4	2	-2	0.9	16	5	4	-11	95
CCOC(=O)c1ccc(OC)c(OC)c1Cl	-5	-4	-6	-3.3	-9	4	-2	-12	109
O=C(NNC(=O)c1csc(N2CCOCC2)n1)c1ccc(Cl)nc1	-6	-9	-1	-0.8	-6	-7	4	-10	106
CCCCOC(=O)c1[nH]c2c(c1C)C(=O)CC(c1cc(OC)c(OC)c(OC)c1)C2 (configuration not stated)	-5	-2	11	6.4	6	-15	-1	8	107

Some values from above:
Under HCV core dimer, Cc1ccccc1NC(=O)CN1C(=O)COc2ccc(Cl)cc21 shows -2
Under PP5 inh, CCN1CCN(c2ccc(S(=O)(=O)N3CCCCC3)cc2NC(=O)CC(NC(C)=O)c2ccccc2)CC1 (configuration not stated) shows -0.8

An excerpt from above, limited to EBNA-1 inh, HCV core dimer and JMJD2C inh.
molecule | EBNA-1 inh | HCV core dimer | JMJD2C inh
CCN1CCN(c2ccc(S(=O)(=O)N3CCCCC3)cc2NC(=O)CC(NC(C)=O)c2ccccc2)CC1 (configuration not stated) | -7 | -5 | -12
Cc1ccc(-c2nc3ccccc3c(=O)n2CCCN2CCOCC2)cc1 | -14 | 3 | 7
Cc1ccccc1NC(=O)CN1C(=O)COc2ccc(Cl)cc21 | -6 | -2 | -5
Cc1n[nH]c(C)c1CCCCOc1ccccc1F | -1 | -3 | 2
Fc1ccccc1OCCn1c(=S)[nH]c2ccccc21 | -9 | -13 | -8
COc1ccc(NC(=O)C2CCCN(S(=O)(=O)c3c(C)[nH]c(=O)[nH]c3=O)C2)cc1Cl (configuration not stated) | -11 | 0 | 3
CCCCOC(=O)c1[nH]c2c(c1C)C(=O)CC(c1cc(OC)c(OC)c(OC)c1)C2 (configuration not stated) | -15 | 11 | 6

Later entries:
SMILES	PP1 counter	Fh CTSL1 inh	HCV core dimer	PP5 inh	JMJD2C inh	EBNA-1 inh	TPT1 inh	ZTA counter	CR mimetic SO
CCOC(=O)C1CCN(S(=O)(=O)c2ccc3c(c2)NC(=O)C(C)S3)CC1 (configuration not stated)	-3	-1	7	-0.4	-2	-2	-5	10	91
COc1ccc(CN2CCN(C(=O)CC(C)C)CC2)c(OC)c1OC	-4	-3	-5	1.8	-7	11	0	-5	100
C#CCOCCOCCOCCNc1nc(N2CCN(C(=O)[C@H](CCCCN)n3cc([C@@H](N)C(C)CC)nn3)CC2)nc(N2CCN(C(=O)[C@H](Cc3ccc(O)cc3)n3cc([C@@H](N)CC(C)C)nn3)CC2)n1 (some centres not stated)	8	9	-18	-4.9	-24	-8	-1	-2	108
CCn1c(SCc2nc(-c3ccccc3)no2)nc2ccccc21	2	-5	-15	3.5	-3	-10	-3	-25	110
COc1ccc(S(=O)(=O)N2CCCCC2)cc1NC(=O)C1COc2ccccc2O1 (configuration not stated)	1	6	9	1.6	39	3	2	15	101
CC(C)N1C(=O)C(Cc2nc3ccccc3c(=O)n2-c2ccccc2)c2ccccc21 (configuration not stated)	0	3	4	2.6	.	-21	0	11	92
C/C=C/Cn1c(SCc2ccc(Cl)cc2)nc2c1c(=O)[nH]c(=O)n2C	6	-3	26	6.1	2	-5	-2	4	104
CCN(CC(=O)Nc1ccc2c(c1)CCC2)Cc1nc2ccccc2c(=O)[nH]1	-2	6	-7	0.8	3	8	-2	0	100
CC(=O)Nc1nnc(S(=O)(=O)N2CCN(c3ccc([N+](=O)[O-])cc3Cl)CC2)s1	5	5	13	-1.2	4	4	-3	-1	124
CC(=O)N1c2ccc(S(=O)(=O)NCC3CCC(C(=O)NCc4ccc(C)cc4)CC3)cc2CC1C (configuration not stated)	1	0	3	1.8	1	-1	-2	6	113
O=C(Cn1nc(-c2nn(CC(=O)c3ccccc3)c3[n+]2CCCCC3)[n+]2c1CCCCC2)c1ccccc1	-1	1	-1	-1.0	-3	10	-4	9	95
O=C(Nc1ccc(Cl)cc1Cl)Nn1cnnc1	-2	1	-3	1.9	6	-7	-3	-6	99
O=C(CSc1nccc(=O)[nH]1)Nc1ccccc1Sc1ccccc1	-2	0	0	4.8	-9	3	-6	-8	100
CN(C)c1cc(-c2ccccc2)nc(-c2ccccc2)n1	-5	-3	9	-2.8	14	-1	2	5	90
Cc1ccc(OCC(O)CN2CCN(c3ccccc3)CC2)cc1 (configuration not stated)	2	6	-2	0.8	-13	7	-2	-3	99
OC(C#CCCN1CCCCC1)(c1ccccc1)C1CCCCC1 (configuration not stated)	-1	1	1	-0.3	-8	-4	2	4	93
Cc1ccc(N=Nc2c(N)nn(-c3ccccc3)c2N)cc1	-4	9	-11	1.2	2	-1	-2	2	97
CN(C)CCc1c[nH]c2ccc(Cn3cncn3)cc12	-1	-1	-22	-0.8	-23	3	-4	6	92
C=CCC(C(=O)Oc1c(C(C)(C)C)cc(C)cc1C(C)(C)C)c1ccccc1 (configuration not stated)	-2	.	.	2.2	9	.	.	-3	76
O=S(=O)(Oc1ccccc1)c1cccnc1	-2	2	3	-1.8	-2	8	0	15	101
O=C(NCc1ccccc1)/C(=N\O)c1ccccc1	-7	-5	-4	-0.5	7	1	-5	-1	103
O=C(Nc1nc(-c2cccs2)c(C(=O)C(F)(F)F)s1)c1ccco1	-3	3	7	-4.1	1	4	-4	13	133
CC1CCCN(S(=O)(=O)CCNC(=O)c2ccccc2)C1 (configuration not stated)	-4	0	-12	0.1	-22	5	-2	-1	82
CC(C)C(O)(CC#CCN1CCCC1)c1ccccc1 (configuration not stated)	-4	-3	-1	1.1	9	1	-5	-3	98
CC1=C(C(=O)Nc2ccccc2F)C(c2ccsc2)C2=C(CC(C)(C)CC2=O)N1 (configuration not stated)	-3	1	-6	3.3	-1	-7	-2	-23	106

Following part:
SMILES	PP1 counter	Fh CTSL1 inh	HCV core dimer	PP5 inh	JMJD2C inh	EBNA-1 inh	TPT1 inh	ZTA counter	CR mimetic SO
O=C(c1ccc(F)cc1)N1CCCC(C(=O)N2CCCCC2)C1 (configuration not stated)	5	-2	-6	0.0	-9	6	-3	6	118
Cn1cc(CN2CCCC(CO)(Cc3ccccc3)C2)c2ccccc21 (configuration not stated)	-4	-3	0	0.8	-5	4	0	3	99
Cc1ccc(F)cc1NC(=O)CN1CCN(c2ccccn2)CC1	-2	-4	1	-1.5	-2	5	-2	1	97
O=C(O)CCc1nc(-c2ccccc2Cl)no1	0	-1	-1	3.2	-4	-2	2	18	106
COc1ccc(CCNC(=O)Cc2c(Cl)cccc2Cl)cc1	-3	0	-2	-3.9	1	-1	-1	-6	96
O=C(NCc1ccccc1CN1CCCC1)c1cccc(S(=O)(=O)N2CCCC2)c1	8	.	.	-1.0	-11	.	.	16	81
